Assay outcomes deposited in PubChem by several laboratories.
TNAP act hiacc: TNAP (human) activation, high acceptor; P05186; purified TNAP, CDP-star luminescence, 1 M DEA, 30 min; hits give high values; 0 = EDTA background, 1 = DMSO-only activity; activation factor at 20 µM; 200,000 tested, under 10 active;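 active = activation factor at least 2 at 20 µM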
Target sequence (P05186 whole entry, looked up): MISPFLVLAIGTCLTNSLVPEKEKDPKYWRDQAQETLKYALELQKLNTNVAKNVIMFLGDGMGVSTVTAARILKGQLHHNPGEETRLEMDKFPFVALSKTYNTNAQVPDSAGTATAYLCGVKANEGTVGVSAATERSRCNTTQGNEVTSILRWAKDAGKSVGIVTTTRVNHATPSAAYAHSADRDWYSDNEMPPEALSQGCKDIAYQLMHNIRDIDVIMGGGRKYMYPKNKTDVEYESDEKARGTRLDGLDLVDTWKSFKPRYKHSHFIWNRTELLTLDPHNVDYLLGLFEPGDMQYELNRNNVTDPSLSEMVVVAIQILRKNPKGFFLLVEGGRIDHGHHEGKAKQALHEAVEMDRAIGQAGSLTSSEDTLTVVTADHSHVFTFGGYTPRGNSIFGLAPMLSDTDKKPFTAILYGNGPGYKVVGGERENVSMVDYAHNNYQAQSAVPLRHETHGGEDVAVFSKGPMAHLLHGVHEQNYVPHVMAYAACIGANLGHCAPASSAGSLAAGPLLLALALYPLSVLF
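system = human TNAP | amount = enzyme diluted 1/800 final | reagent = 100 µM CDP-star substrate | signal = luminescent substrate turnover signal | dosing = one dose, 20 µM | benchmarks = EDTA negative control, DMSO positive control | measure = activation factor | timing = 30 min reaction, room temperature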
FLuc stim CS: firefly luciferase counter-screen for stimulation assays; activation factor at 10 µM; 200,000 tested, under 10 active; P08659; ATPlite luciferase biochemical, luminescence, 10 min; 0 = ATP-free wells, 1 = DMSO control;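 active = luciferase activation factor, scaled between plate controls, of at least 2 with compound at 10 µM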
Target sequence (P08659 whole entry, looked up): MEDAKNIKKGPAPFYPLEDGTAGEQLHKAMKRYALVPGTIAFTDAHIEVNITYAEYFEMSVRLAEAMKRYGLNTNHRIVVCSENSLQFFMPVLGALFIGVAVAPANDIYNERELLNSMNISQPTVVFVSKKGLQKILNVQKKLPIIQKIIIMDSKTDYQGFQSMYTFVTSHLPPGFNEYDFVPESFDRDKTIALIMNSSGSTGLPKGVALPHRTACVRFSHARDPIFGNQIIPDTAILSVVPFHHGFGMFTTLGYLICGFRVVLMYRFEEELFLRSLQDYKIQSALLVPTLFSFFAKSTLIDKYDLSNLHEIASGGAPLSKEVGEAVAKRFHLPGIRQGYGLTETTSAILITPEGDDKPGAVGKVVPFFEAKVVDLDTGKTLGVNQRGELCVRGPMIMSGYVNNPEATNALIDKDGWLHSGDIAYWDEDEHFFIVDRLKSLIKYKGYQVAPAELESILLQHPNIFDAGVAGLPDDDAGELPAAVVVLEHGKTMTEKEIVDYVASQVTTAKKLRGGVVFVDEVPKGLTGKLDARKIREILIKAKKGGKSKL
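Assay system: Luciferase/luciferin detection reagent, cell-free biochemical luciferase assay / Read-out: luciferase activation / Benchmarks: No-ATP low control, compound-free enzyme-plus-ATP high control / Medium: PBS buffer for ATP / Detection: luminescence measurement of luciferase light output / Schedule: 10 min at ambient temperature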
APP transl inh: APP translation inhibition. AID 1285. hit rate 0.82% among 190,000. inhibition, % at 2 µM. SH-SY5Y APP 5'UTR-luciferase reporter, luminescence;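 active = inhibition above a set limit, derived from the sample mean plus 3 SD, cut at about 45% in these data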; also: values of inactives mirror those of a sister screen read the other way
bIAP inh: intestinal alkaline phosphatase (bovine) inhibition; purified bovine IAP, CDP-star luminescence, 30 min; inhibition, % at 20 µM; 190,000 tested, under 10 active;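 active = over 50% inhibition of intestinal alkaline phosphatase at 20 µM in the single-dose screen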
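Assay system – bovine IAP enzyme · Quantity – bovine IAP at 1/65,000,000 final dilution · Detection – CDP-star luminescence signal · Times – 30 min reaction at room temperature · Also added – CDP-star substrate at 30 µM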
TNAP inh no acc: blocks human TNAP activity with no phosphate acceptor present; hit rate 0.26% among 200,000; purified TNAP, CDP-star luminescence, 30 min; P05186; inhibition, % at 20 µM;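 active = tissue-nonspecific alkaline phosphatase inhibition above about 50% at 20 µM in the single-dose screen, limit read from the data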;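 also: 0% = DMSO negative control and 100% = EDTA positive control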
L major viab: Leishmania major promastigote growth inhibition | Leishmania major promastigotes, resazurin fluorescence viability | inhibition, % at 10 µM | hit rate 9% among 200,000; in the data active = inhibition above about 50%;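 also: promastigotes grown with compound for 44 hours at 28 °C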
FLuc inhib CS: Photinus pyralis luciferase inhibition counter-screen | P08659 | ATPLite firefly luciferase biochemical luminescence, 10 min | inhibition, % at 10 µM | hit rate 1.5% among 200,000 | AID 1006;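 active = inhibition above about 50% when tested at 10 µM, limit read from the data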
RAM inhibit: yeast RAM network inhibition | S. cerevisiae dse1pr::URA3 reporter, 5-FOA growth OD615, 2 d; analog-sensitive cbk1-as2 kinase mutant strain | hit rate 1.8% among 190,000 | inhibition, % at 50 µM;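 active = inhibition above a set limit, 3 SD over mean compound inhibition, cut at about 8.4% in these data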;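 also: 0% = DMSO-only wells with no growth and 100% = 10 µM 1-NA-PP1 full growth; inhibition rescues growth on 5-FOA so higher OD means more RAM inhibition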
TNAP inh hiacc: blocks human TNAP under high phosphate acceptor concentration; P05186; purified TNAP, CDP-star luminescence, 1 M DEA; inhibition, % at 20 µM; hit rate 0.03% among 200,000; AID 1135;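 active = over 50% inhibition of tissue-nonspecific alkaline phosphatase at 20 µM in the single-dose screen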;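 also: plate controls were DMSO wells for no effect and EDTA-quenched wells as full inhibition for full effect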
bIAP activator: intestinal alkaline phosphatase (bovine) activation; activation factor at 20 µM; purified bovine IAP, CDP-star luminescence, 30 min; hits give high values; fold of DMSO-control signal, blank-subtracted; hit rate 0.17% among 200,000; AID 1016;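 active = activation factor of 2 or more at 20 µM, a signal rise over negative controls twice the positive control's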
The depositor's hits bear a star; nt = no result given.

SMILES	TNAP act hiacc	FLuc stim CS	APP transl inh	bIAP inh	TNAP inh no acc	L major viab	FLuc inhib CS	RAM inhibit	TNAP inh hiacc	bIAP activator
C=CCc1c(C)nc2c(OC)cccc2c1Cl	1.1	0.9	4	6	-10	1	10	1.4	-8	0.9
CCn1c(CNC(=O)COc2ccc(C(C)C)cc2)nnc1SCC(=O)Nc1ccccc1C(C)C	1	1	9	-7	-13	76*	-3	-0.9	-2	1.1
C#CCSc1nnc(-c2sc(-c3ccccc3)nc2C)n1C	1	1	-11	-2	-10	37	-1	0.0	-1	1
COc1cc(C(=O)Nc2nnc(-c3sccc3C)s2)cc(OC)c1OC	1.1	1	3	6	-12	-8	-4	0.0	-5	0.9
CCn1c(=O)c(=O)[nH]c2cc(C(=O)NC3CC3)ccc21	1	1	12	7	-13	16	-4	0.2	-2	0.9
CCN1/C(=C2\C(=O)N(c3ccccc3)N=C2C)C=Cc2cc(C)ccc21	0.9	1	2	-7	-3	1	-5	2.0	13	1.1
O=C1c2cccnc2C(Nc2ccc(F)c(Cl)c2)N1Cc1cccs1 (stereo not given)	1	1	-2	0	-6	24	-4	0.5	-1	1
CCC(=O)Nc1ccc(S(=O)(=O)Nc2cccc(C)c2)cc1OC	1	1	-25	12	-7	6	-3	0.7	2	0.9
CCC(CC)NC(=O)Cc1ccc(S(=O)(=O)N2CCOCC2)s1	1.1	1.1	-6	6	-13	4	-5	0.1	-10	0.9
Cc1cc(/C=N/NC(=O)c2ccc(O)cc2)c(C)n1C1CC1	1	0.7	5	-4	-11	-2	26	1.7	-3	1
Cc1cc(C)c(S(=O)(=O)NCC(=O)O)cc1C	1	1	4	4	-1	-9	-2	0.5	3	1
COc1ccc2c(-c3ccccc3)cc(SCC(=O)NC(N)=O)nc2c1	1.1	1.1	-6	2	-3	-5	-8	7.5	-5	1
CC1=C(C(=O)OC(C)C)C(c2c(O)ccc3ccccc23)NC(=O)N1 (stereo not given)	1.1	1.1	7	9	-20	-1	-10	1.0	-8	0.9
COc1cc(NC(=O)CN2CCC(C(N)=O)(N3CCCCC3)CC2)c(OC)cc1Cl	1.1	1.1	6	-13	-13	2	-5	0.0	-7	1.1
FC(F)(F)c1cc(C(F)(F)F)c2ccc(N3CCN(c4ncccn4)CC3)nc2n1	1.1	1.1	3	9	-2	0	-9	1.3	-6	0.9
Cc1ccc(NC(=O)CO/N=C(\N)c2nonc2N)cc1	1	0.9	-3	-2	-16	-2	7	-0.6	-2	1
COc1ccc(NC(=O)CSc2nc3ccccc3c(=O)n2CCNC(C)=O)cc1	1	1	8	-4	-5	0	0	2.7	0	1
CCC1(C)Cc2c(sc3nc4n(c(=O)c23)CCS4)CO1 (stereo not given)	1.1	1.1	11	9	-9	5	-13	1.3	-5	0.9
CCOC(=O)N1CCC(n2c(=S)[nH]c3ccccc3c2=O)CC1	1.1	1.1	nt	11	-2	-5	-8	4.5	-6	0.9
COc1ccc(N2CCN(C(=O)CN(C)S(=O)(=O)c3cc(C)ccc3OC)CC2)cc1	1	1	-17	-18	-3	-7	-3	0.8	-1	1.2
CCCn1c2ccc(F)cc2c2nnc(NN)nc21	1	1	39	nt	4	1	-4	0.9	0	0.1
Cn1c(N)c(C(=O)COC(=O)c2ccc3c(c2)C(=O)N(c2ccc(Cl)cc2)C3=O)c(=O)n(C)c1=O	1	1.1	3	4	-1	-5	-5	1.5	-2	1
Cc1onc(-c2ccccc2)c1C(=O)OCC(=O)Nc1cc(S(=O)(=O)N2CCOCC2)ccc1Cl	1	1	-19	-10	12	24	-2	3.7	1	1.1
CCN=c1sc(C(=O)Nc2ccccc2)c(C)n1CC	1	1	4	15	-10	-3	-4	-0.2	0	0.9
CC(C)CC(=O)N1CCN(C(=O)CCC2CCCC2)CC1	1	1	9	-5	-15	-9	-4	-0.6	-4	1.1
CC(Sc1ncc(C(F)(F)F)cc1Cl)C(=O)NC(N)=O (stereo not given)	1	1	-14	-1	-10	-6	-4	0.7	-3	1
CC1Cc2ccccc2N1C(=O)c1ccc(N2CCCC2)c([N+](=O)[O-])c1 (stereo not given)	0.9	1.1	0	6	17	12	-6	2.8	8	0.9
CC(C)(C)NC(=O)c1cccc(NC(=O)Cc2cccs2)c1	1.1	1	12	-2	-13	0	-4	1.5	-8	1
O=C(Nc1ccc(S(=O)(=O)NCCc2ccccc2)cc1)c1ccco1	1.1	1	-21	18	-12	2	-1	3.9	-7	0.8
COc1ccc(N(C(=O)c2cccc(OC)c2OC)C2C=CS(=O)(=O)C2)c(OC)c1 (stereo not given)	1.1	1.1	-5	-4	-5	-4	-7	0.8	-5	1
Cc1cc(C(=O)N2CCN(c3cccc(Cl)c3)CC2)c(C)o1	1.1	1	-7	5	-12	11	-4	3.1	-7	1
COc1ccc2[nH]c(=O)c(CN(CC3CCCO3)S(=O)(=O)c3ccccc3)cc2c1 (stereo not given)	1.1	1.1	-18	-5	-8	0	-6	5.3	-8	1.1
CCC1Oc2ccc(C)cc2N(CC(=O)NCc2cccs2)C1=O (stereo not given)	1.1	1.1	-11	16	-13	5	-7	3.2	-10	0.8
Cc1ccc2c(c1)-c1c(ssc1=S)C(C)(C)N2C(=O)CSc1nncn1C	0.9	1.1	-3	27	13	5	-6	-0.3	8	0.7
CS(=O)(=O)N1CCN(c2ccc(NC(=O)Cc3ccccc3)cc2)CC1	1	1	0	-5	-5	-7	2	2.0	-1	1.1
Cc1cc(C)c(S(=O)(=O)NCCCn2ccnc2)c(C)c1	1	1	-2	25	-13	-1	-1	-0.1	-2	0.8
Cc1noc(C)c1COc1ccc(C(=O)OCC(=O)NCCN2C(=O)CSC2=O)cc1	1	1	-12	-3	-20	-8	-3	-0.5	0	1
O=C(CCC1COc2ccccc2O1)NCc1ccco1 (stereo not given)	1.1	1.1	-6	12	-17	-5	-5	1.6	-7	0.9
CC(C)C(NS(=O)(=O)c1ccccc1)C(=O)OCc1cc([N+](=O)[O-])cc2c1OCOC2 (stereo not given)	1	1	-15	3	5	4	-2	5.5	1	1
COc1ccc([N+](=O)[O-])cc1N(CC(=O)NCCC1=CCCCC1)S(C)(=O)=O	1	1	-7	0	-4	71*	-2	0.9	4	1
Cc1c(C=O)c2ccccc2n1CC(=O)NCc1ccc2c(c1)OCO2	1.1	1	-22	-1	-15	10	-3	1.4	-6	1
Cc1noc(C)c1S(=O)(=O)N1CCC(C(=O)N2CCC(N3CCCCC3)CC2)CC1	1.1	1	13	-16	-18	-5	0	-0.7	-6	1.2
Cc1ccc(Cl)cc1N1CCN(CC(=O)Nc2ccc3[nH]c(=O)[nH]c3c2)CC1	1	1	-9	-4	-5	-1	1	0.9	-2	1
CCOc1ccc(-n2c(N)c(C(=O)NCc3ccco3)c3nc4ccccc4nc32)cc1	1	1.1	24	-7	-27	6	-9	1.4	-3	1.1
Cc1ccc(NC(=O)c2ccccc2-c2ccccc2C(=O)O)cc1C	1	1.1	0	-5	5	-11	-8	0.7	-2	1.1
COc1ccc(C(=O)NC(=S)Nc2cccnc2)cc1[N+](=O)[O-]	1	1.1	1	3	2	7	-8	1.9	-4	1
N#C/C(=C/c1ccc(Oc2ccc([N+](=O)[O-])cn2)cc1)C(=O)N1CCOCC1	1	1	19	2	-11	66*	-4	1.3	-4	1
Clc1c(-c2nnc3n2CCC3)sc2ccccc12	1	0.7	-2	1	4	-8	34	0.3	0	1
CC(C)NC(=O)c1ccc2c(=O)n(CC3CCCO3)c(=S)[nH]c2c1 (stereo not given)	1	1	-13	12	-7	-4	-1	2.4	-2	0.9
Cc1ccc(OCC(=O)Nc2ccccc2F)cc1C	1.1	0.8	-52	8	-1	-5	17	1.8	-7	0.9
CN1CCCC(C#CC(O)(c2ccccc2)c2ccccc2)C1 (stereo not given)	1.1	1	4	-4	-8	78*	-3	0.4	-5	1
O=C(NC(Cc1ccc2c(c1)OCO2)C(=O)NC(Cc1ccccc1)C(=O)O)c1ccccc1 (stereo not given)	1	1	17	-1	-12	88*	-5	3.3	-2	1
CC(C)Sc1cc(N2CCCC2)nc(-c2ccccc2Cl)n1	1	1	0	1	0	12	-4	0.1	0	1
COc1cccc(-c2nnc(NC(=O)C(C)C)o2)c1	1	1	1	16	-3	10	-3	-0.2	-1	0.8
O=C(Nc1nnc(Cc2c[nH]c3ccccc23)s1)c1ccc(Cl)cc1Cl	1	1	-9	3	-4	7	0	7.9	-2	1
Cc1ccc(-c2nc3ccccc3[nH]2)cc1NC(=O)c1ccc2c(c1)OCO2	1.1	1	-6	8	-19	35	5	0.0	-7	0.9
COc1ccc(OC)c2[nH]c(=O)c(CCNC(=O)Cc3cccs3)cc12	1.1	1	28	-15	0	-4	-4	1.0	-6	1.2
Cc1nnc(SCC(=O)NNC(=O)CC#N)[nH]c1=O	1	1	0	-20	-3	-2	1	0.1	2	1.2
O=C(Cn1nnc(-c2ccccc2F)n1)Nc1cccc2ncccc12	1	1	-14	23	-12	-3	4	1.7	-3	0.8
CS(=O)(=O)c1ccc2nc(NC(=O)c3ccco3)sc2c1	1	0.2	-64	8	-9	-7	77*	0.7	1	0.9
Next structures.
SMILES	TNAP act hiacc	FLuc stim CS	APP transl inh	bIAP inh	TNAP inh no acc	L major viab	FLuc inhib CS	RAM inhibit	TNAP inh hiacc	bIAP activator
O=C(N/C(=C/c1cccnc1)C(=O)N1CCOCC1)c1ccccc1	1	1.1	11	34	-19	46	-7	-0.9	1	0.7
COC(=O)NCC12CC3CC(C1)CC(CNC(=O)OC)(C3)C2	1	1	-11	-5	-7	-4	-2	1.4	-2	1.1
COc1ccc(-c2noc(CCC(N)=O)n2)cc1OC	1	1.1	4	6	0	0	-7	1.3	-4	0.9
CC(C(=O)NC1CCCC1)N(Cc1ccc2c(c1)OCO2)C(=O)c1snc(C(N)=O)c1N (stereo not given)	1.1	1	2	-2	3	-2	-3	-0.9	-10	1
COCCNC(=O)CS(=O)Cc1nc(-c2ccc(OC)cc2)oc1C (stereo not given)	1	1	nt	1	-13	1	-3	0.3	-5	1
CCOc1ccc(Nc2nc(Cc3nnc(SCC(=O)NCc4ccco4)n3CC)cs2)cc1	1	1	-13	9	-6	-4	-5	1.7	-2	0.9
Cc1ccc(S(=O)(=O)/N=C(\N)Nc2nc(C)c3ccccc3n2)cc1	0.9	1	3	0	4	2	0	4.6	6	1
Cc1cccc(-n2nnnc2SCC(=O)NCCN2C(=O)CSC2=O)c1	1	1.1	-8	0	-12	-3	-8	0.7	-4	1

No new results follow: entries from further up.
SMILES	TNAP act hiacc	FLuc stim CS	APP transl inh	bIAP inh	TNAP inh no acc	L major viab	FLuc inhib CS	RAM inhibit	TNAP inh hiacc	bIAP activator
O=C(N/C(=C/c1cccnc1)C(=O)N1CCOCC1)c1ccccc1	1	1.1	11	34	-19	46	-7	-0.9	1	0.7
COC(=O)NCC12CC3CC(C1)CC(CNC(=O)OC)(C3)C2	1	1	-11	-5	-7	-4	-2	1.4	-2	1.1
COc1ccc(-c2noc(CCC(N)=O)n2)cc1OC	1	1.1	4	6	0	0	-7	1.3	-4	0.9
CC(C(=O)NC1CCCC1)N(Cc1ccc2c(c1)OCO2)C(=O)c1snc(C(N)=O)c1N (stereo not given)	1.1	1	2	-2	3	-2	-3	-0.9	-10	1
